# High-throughput results as filed in PubChem.
# TRb SRC2 PPI – qHTS for Inhibitors of the Interaction of Thyroid Hormone Receptor and Steroid Receptor Coregulator 2; Thyroid hormone receptor beta (Homo sapiens), P10828; TRbeta-SRC2 peptide binding, fluorescence polarization; receptor liganded with 1 µM T3; Potency, µM (titrated, usually from 106 µM), for the others: top-dose activity change, negative = inhibition, hits mostly inhibitors; 280,000 tested, 0.065% active; AID 1469, 2008;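 further: potency means the concentration at half of the fitted maximal effect; plate controls were bound peptide for no effect and peptide without receptor for full effect; nearly all actives have a fitted effect of over 50% in size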
# Target sequence (P10828 whole entry, looked up): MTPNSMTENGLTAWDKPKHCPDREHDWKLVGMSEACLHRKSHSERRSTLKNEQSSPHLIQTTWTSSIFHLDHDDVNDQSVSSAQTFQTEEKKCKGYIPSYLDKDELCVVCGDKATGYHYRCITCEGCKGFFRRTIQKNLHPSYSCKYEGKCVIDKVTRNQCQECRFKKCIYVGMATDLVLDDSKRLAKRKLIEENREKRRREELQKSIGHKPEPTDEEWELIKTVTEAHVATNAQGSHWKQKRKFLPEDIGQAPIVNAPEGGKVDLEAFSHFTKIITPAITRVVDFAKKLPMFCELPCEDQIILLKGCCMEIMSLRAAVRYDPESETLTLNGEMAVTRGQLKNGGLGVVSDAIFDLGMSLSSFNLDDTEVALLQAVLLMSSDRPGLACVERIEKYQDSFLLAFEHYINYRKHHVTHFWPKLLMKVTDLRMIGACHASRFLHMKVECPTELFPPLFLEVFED
#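 Human TRb ligand-binding domain (0.6 uM) is mixed with 20 nM Texas Red SRC2 peptide and 1 uM T3; after compound addition and 5 hr at ambient temperature, polarization is measured and normalized to unbound and bound controls.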
# Tau FP inhib – qHTS for Inhibitors of Tau Fibril Formation, Fluorescence Polarization; Microtubule-associated protein tau (Homo sapiens), P10636; K18 P301L tau heparin fibrillization, Alexa594 FP, 6 h; Potency, µM (series often up to 57.7 µM), without a hit: top-dose activity, negative = inhibition, actives largely listed as inhibitors; 280,000 tested, 0.39% active; AID 1468, 2008; further: potency means the concentration at half of the fitted maximal effect; on the % scale 0 is the no-effect control and ±100 the full control effect; nearly all actives have a fitted effect of over 55% in size
#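 Human K18 P301L fragment (15 uM unlabeled plus 0.24 uM Alexa 594-labeled) in 100 mM sodium acetate pH 7 with compound, aggregation induced by 20 uM heparin for 6 hr at 37 C. ThT (30 uM) added for 1 hr, then Alexa 594 FP read.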
# TexasRed fluor – Total Fluorescence Counterscreen for Inhibitors of the Interaction of Thyroid Hormone Receptor and Steroid Receptor Coregulator 2; Potency, µM (series often up to 106 µM), for the others: at the highest dose fluorescence change, negative = quenching; 280,000 tested, 0.29% active; TRb/SRC2 Texas Red total fluorescence interference; AID 1479, 2009; active means well fitted curve in either direction with a large enough effect; inconclusive means small, poorly fitted or top-dose-only effect; further: potency means the concentration at half of the fitted maximal effect; on the % scale 0 is the no-effect control and ±100 the full control effect
#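 Human TRβ ligand-binding domain (0.6 uM) and Texas Red SRC2 peptide (20 nM) in Tris buffer with 1 uM T3 and 5% DMSO were incubated with pinned compound for 5 hr at ambient temperature. Total fluorescence was computed as S + 2P (555/632 nm).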
# Tau fluor cs – Counterscreen qHTS for Inhibitors of Tau Fibril Formation, Fluorescence Polarization | tau K18 P301L Alexa594 fluorescence, heparin fibrillization | Potency, µM (series often up to 57.7 µM), for inactives: top-dose activity change, negative = decrease | 280,000 tested, 0.93% active | AID 1463, 2008; further: potency means the concentration at half of the fitted maximal effect; on the % scale 0 is the no-effect control and ±100 the full control effect; nearly all actives have a fitted effect of over 55% in size
#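 Human tau K18 P301L (15 uM unlabeled, 0.24 uM Alexa 594-labeled) in 100 mM sodium acetate pH 7 with 20 uM heparin, 6 hr at 37 C. ThT 30 uM added, 1 hr ambient; Alexa 594 FP and total fluorescence read at 555/632 nm.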
# CBFb RUNX1 block – qHTS Assay for Compounds Blocking the Interaction Between CBF-beta and RUNX1 for the Treatment of Acute Myeloid Leukemia; Runt-related transcription factor 1 (Homo sapiens) + Core-binding factor subunit beta …; AlphaScreen CBFb-His/RUNX1-biotin binding, biochemical; Potency, µM (doses to about 59.8 µM), for inactives: at the top dose activity, negative = inhibition, hits mostly inhibitors; 230,000 tested, under 10 active; further: % of control where 0% means no effect
# Target sequence (Q01196 whole entry, looked up): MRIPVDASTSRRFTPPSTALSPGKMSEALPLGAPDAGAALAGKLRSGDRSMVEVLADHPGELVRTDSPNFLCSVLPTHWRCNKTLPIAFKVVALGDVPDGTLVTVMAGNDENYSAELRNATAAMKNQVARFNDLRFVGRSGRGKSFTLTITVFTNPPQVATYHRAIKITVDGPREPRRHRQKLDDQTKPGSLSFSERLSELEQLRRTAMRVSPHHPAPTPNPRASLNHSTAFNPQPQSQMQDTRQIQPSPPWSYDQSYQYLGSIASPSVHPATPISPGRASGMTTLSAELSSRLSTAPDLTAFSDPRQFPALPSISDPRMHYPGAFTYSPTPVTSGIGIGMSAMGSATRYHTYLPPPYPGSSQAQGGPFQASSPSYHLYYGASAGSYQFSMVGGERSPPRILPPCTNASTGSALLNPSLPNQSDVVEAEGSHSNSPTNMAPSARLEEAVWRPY
# Target sequence (Q13951 whole entry, looked up): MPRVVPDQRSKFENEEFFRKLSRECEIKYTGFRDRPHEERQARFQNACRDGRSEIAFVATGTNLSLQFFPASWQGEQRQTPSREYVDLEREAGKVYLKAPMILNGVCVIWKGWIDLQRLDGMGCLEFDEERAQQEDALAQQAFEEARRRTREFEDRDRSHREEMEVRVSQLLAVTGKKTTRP
#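 Interaction loss through any mechanism counts as activity. Pre-formed complex of His-CBF-beta and biotin-RUNX1 (30 nM apiece) is incubated with compound 15 min, then with 50 ng nickel and 50 ng streptavidin beads for 90 min before AlphaScreen detection.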
# Epigenetic derep – Quantitative High-Throughput Screen for Regulators of Epigenetic Control; murine LDR cells, GFP reporter derepression, 30 h; Potency, µM (series often up to 53.9 µM), without a hit: at the highest dose GFP activation, most hits filed as activators; 280,000 tested, 0.2% active; AID 1865, 2009; further: potency means the concentration at half of the fitted maximal effect; % of control where 0% means no effect; nearly all actives have a fitted effect of over 60% in size
#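 In this reporter-derepression format, murine cells bearing a silenced integrated CMV-GFP locus incubate with test compound (30 h, 37 C), then are washed and imaged; fluorescent objects of 20–120 um count as induced cells.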
# NPSR antag – qHTS Assay for Antagonists of the Neuropeptide S Receptor: cAMP Signal Transduction. Potency, µM (titrated, usually from 38.3 µM), for inactives: at the highest dose activity change, negative = inhibition, usual class: inhibitors. 220,000 tested, 1% active. CHO-NPSR cells, cAMP TR-FRET, antagonist mode. Q6W5P4; further: potency means the concentration at half of the fitted maximal effect; on the % scale 0 is the no-effect control and ±100 the full control effect; nearly all actives have a fitted effect of over 50% in size; many of its hits are not listed in these tables
# GLA spleen mod – qHTS Assay for Inhibitors and Activators of Human alpha-Galactosidase From Spleen Homogenate; Alpha-galactosidase A (Homo sapiens), P06280; human spleen homogenate, 4MU-alpha-Gal fluorescence, 40 min; Potency, µM (series often up to 80 µM), inactives show at the highest dose activity change, negative = inhibition, hits mostly inhibitors; 240,000 tested, 0.008% active;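 further: potency means the concentration at half of the fitted maximal effect; 0% = enzyme with vehicle and -100% = no enzyme basal signal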
#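 Fluorogenic readout (Ex 365/Em 440 nm) of 4-methylumbelliferone released from 1 mM 4-MU-alpha-galactoside by spleen homogenate, 40 min at 37C, pH 5.0. Data normalized to no-enzyme and enzyme controls; Hill-equation AC50 from compound titrations.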
# Starred values were filed as active, the others as inactive; u = inconclusive; x = not tested or not shown; & = joins results of further samples; [ ] = remark or other dose. Unless noted, the call rests on the fitted dose curve; in most records, active means well fitted curve in the direction sought with a large enough effect; inconclusive means small, poorly fitted or top-dose-only effect, or another doubt; inactive means no such curve, though single readings can be large; an effect the other way counts as inactive or inconclusive. This is a subset; count on the stated rates, not on these rows.
SMILES,TRb SRC2 PPI,Tau FP inhib,TexasRed fluor,Tau fluor cs,CBFb RUNX1 block,Epigenetic derep,NPSR antag,GLA spleen mod
CCC1CN(C(=O)N2CCC(C(=O)NCCc3cc(OC)ccc3OC)CC2)c2ccccc2O1 (stereo not given),0.6%,-6.0%,-18.9%,-5.7%,x,0.0%,x,x
Cc1ccc(NC(=O)CCc2c(C)nn(-c3ccc(N4CCOCC4)nn3)c2C)c(C)c1,0.2%,2.6%,-1.0%,1.9%,x,8.8%,x,x
CSc1ccccc1NC(=O)CN(C)CC(=O)Nc1ccccc1N1CCOCC1,1.2%,-2.6%,-3.5%,-15.4%,-0.1%,0.0%,-10.3%,-4.6%
CC1Cc2cc(/C(O)=C3/C(=O)C(=O)N(CC4CCCO4)C3c3ccco3)ccc2O1 (stereo not given),-4.5%,7.5%,-0.5%,0.1%,2.7%,-1.1%,-16.0%[46.1 µM],1.0%
Cc1noc(C)c1C(=O)N1CCN(S(=O)(=O)c2ccc(F)cc2)CC1,-1.9%,-1.4%,-4.5%,-3.6%,-14.7%,-0.9%,10.4%,0.2%
CCc1ccc(OCc2nnc(NC(=O)c3cccs3)s2)cc1,-6.3%,0.3%,-0.3%,-6.3%,-1.0%,-3.5%,-3.8%[46.1 µM],5.6%
CC(C)(C)N(NC(=O)c1ccccc1)C(=O)c1ccc(C(=O)N(NC(=O)c2ccccc2)C(C)(C)C)cc1,-0.9%,-4.5%,-3.4%,-3.4%,-2.0%,-1.9%,8.7%,4.5%
CCCCSCCCNC(=O)CN1C(=O)c2cccnc2Oc2ccc(Cl)cc21,-2.0%,3.1%,5.4%,-6.2%,x,-1.2%,x,x
COc1ccc(OC)c(NC(=O)CSc2nnc(Cn3nnc4ccccc43)n2C)c1,-12.7%,-3.7%,-1.8%,-6.2%,-0.6%,-1.1%,-12.4%[46.1 µM],11.1%
CC#CC[N+](C)(CC#CC)CC(=O)c1ccccc1,-7.3%,1.5%,3.2%,-1.3%,2.1%,0.9%,7.1%,-3.0%
CCOc1ccc(NC(=O)CSc2nc(C)cc(C)n2)cc1,-0.8%,-0.7%,-1.2%,-3.3%,3.0%,-0.1%,17.6%,1.0%
COCCNC(=O)c1ccc2c(c1)ncn2-c1ccc(F)c(F)c1,-6.6%,-10.6%,-1.2%,-0.4%,4.9%,0.4%,-1.1%[46.1 µM],-10.2%
Cc1[nH]n(-c2ccccc2)c(=O)c1C=Nc1ccc2[nH]c(=O)[nH]c2c1,3.6%,4.3%,-0.7%,-2.9%,2.3%,u,13.8%,-0.3%
Cc1ccc(C)c(S(=O)(=O)c2nnn3c2nc(N2CCCC2)c2sccc23)c1,3.4%,-1.3%,-1.8%,-10.1%,x,4.5%,x,x
O=C(NNC(=S)NC(=O)c1cccs1)c1ccc(NC(=O)c2ccccc2)cc1,2.4%,3.3%,-3.0%,-20.2%,u,1.0%,0.4%,-0.3%
CCOC(=O)c1c(-c2cccc3ccccc23)csc1NC(=O)C1C2CCC(O2)C1C(=O)O (stereo not given),-3.6%,-9.7%,0.7%,-4.4%,-1.1%,0.0%,-25.3%,6.8%
O=C(Nc1ccc2ccccc2c1)NC1CCS(=O)(=O)C1 (stereo not given),1.3%[53 µM],6.6%,-0.5%[53 µM],0.1%,-2.3%,0.0%,2.0%,0.7%
Cc1c(C(=O)NC(C)C)c(-c2ccccc2)nn1-c1ccccc1,4.2%,-1.9%,0.2%,3.0%,-2.8%,-6.9%,7.7%,5.2%
CC(C)(C)c1csc(N/N=C/c2cccnc2)n1,-2.0%,3.7%,-3.0%,u,9.4%,3.9%,-38.9%,3.1%
CC[n+]1ccc(C[n+]2ccccc2)c2ccccc21,1.5%,u,-1.5%,-14.4%,16.4%,0.1%,7.9%,8.3%
O=C1CC(N2CCC(O)(c3ccc(Cl)cc3)CC2)C(=O)N1Cc1ccc(N2CCCC2=O)cc1 (stereo not given),-18.0%,10.2%,2.2%,1.7%,1.4%,-2.1%,-7.3%[46.1 µM],5.3%
CCN(CC)c1ccc(/C=C(/C#N)c2nc3ccc(C)cc3[nH]2)c(OC(C)C)c1,-14.9%,10.6%,10.9%,u,-23.9%,5.01µM*,u,5.9%
O=C1OC(c2ccccc2)c2ccc3ccccc3c21 (stereo not given),-2.1%,-8.4%,-5.5%,-16.0%,-1.6%,-1.0%,-20.9%,-2.3%
CCOC(=O)C1CCN(C(=O)COC(=O)COc2ccccc2OC)CC1,-1.5%,5.1%,-7.2%,9.1%,5.1%,0.0%,4.4%[46.1 µM],9.5%
CC(C)c1ccc(/C=C/C(=O)CCC(=O)O)cc1,-4.5%,14.5%,0.1%,16.1%,-13.3%,-0.3%,-21.9%,0.2%
Cc1nn(-c2ccccc2)c(C)c1/C=N/NC(=O)c1cc(-c2ccc(Br)s2)[nH]n1,-2.2%,u,-4.8%,u,-16.6%,-1.1%,-14.8%[46.1 µM],-6.3%
CCOc1nc2ccccc2nc1C,-0.4%,-0.3%,0.6%,-5.2%,0.6%,0.0%,6.5%[46.1 µM],-2.3%
CCN(CC)CCNC(=O)NC1CCCCC1,-13.9%,4.9%,1.9%,3.4%,2.7%,0.0%,-12.2%[46.1 µM],-2.9%
COc1ccc(C(=O)N(Cc2ccco2)C(C(=O)NC2CCCC2)c2ccc(O)cc2)cc1OC (stereo not given),-5.4%,6.7%,-0.5%,-13.5%,-3.3%,2.2%,-22.4%[46.1 µM],4.4%
CCCC/C=C/[C@H](c1ccccc1)[C@H](CO)Cc1cnc2ccccc2c1,10.2%,x,-2.9%,x,17.0%,x,x,10.2%
COC(=O)CSc1cc(C(=O)c2nccn2C)c2ccccc2n1,-4.2%,-8.1%,-0.9%,-11.9%,3.1%,2.7%,-13.2%[46.1 µM],4.9%
Cc1c(N2C(=O)/C(=C\C3CC=CCC3)SC2=S)c(=O)n(-c2ccccc2)n1C (stereo not given),-0.7%,u,-6.2%,-15.3%,-5.3%,0.1%,-23.0%,-5.3%
CC#CCN1c2ccccc2[C@]23C[C@@H](C(=O)OC)N(C(=O)c4cc(C)oc4C)C2=NC(C(=O)OC)=C(C(=O)OC)[C@H]13,8.3%[11.2 µM],-3.2%[11.6 µM],-1.4%[11.2 µM],-5.5%[11.6 µM],1.4%[13.1 µM],-1.1%,-8.8%,0.1%[17.5 µM]
CCN1CCN(Cc2c(O)ccc3cc(-c4ccc(OC)cc4)c(=O)oc23)CC1,0.3%,5.0%,-0.8%,-9.8%,x,0.7%,x,x
CCOC(=O)C1=C(N)N2C(=O)C(C)SC2=C(C(=O)OCC)C1c1cc(OC)c(OC)c(OC)c1 (stereo not given),-8.4%,1.9%,0.3%,-6.5%,0.5%,3.0%,1.0%,-7.6%
COc1ccc(-c2nnc3sc(C(C)N4C(=O)c5ccccc5C4=O)nn23)cc1 (stereo not given),11.7%,5.7%,1.3%,7.5%,4.5%,0.0%,u,2.8%
COc1cc2c(cc1OC)C1Cc3ccc(OC)c(OC)c3CN1CC2 (stereo not given),-1.7%&3.5%,5.5%&-1.9%,-0.8%&-2.0%,1.0%&-2.1%,-5.0%,-0.2%&1.2%,-7.9%[46.1 µM],2.6%&6.2%
Cc1nc2ccccc2n1CC(=O)N/N=C\c1ccccn1,-0.3%,-2.2%,4.8%,-1.4%,-7.0%,0.0%,3.6%[46.1 µM],4.2%
Cc1cccc(N2CCN(C(=O)Cn3cccc3)CC2)c1C,-5.0%,8.2%,-3.0%,-8.2%,-9.5%,0.7%,-4.4%[46.1 µM],-8.4%
COc1ccc(CNC(=O)Cn2c(-c3ccccc3)cc(C(C)=O)c2C)cc1OC,-0.5%,-7.0%,-22.1%,-13.2%,x,1.1%,x,x
COCCN(Cc1cc2cccc(C)c2[nH]c1=O)C(=O)c1ccccc1,-11.7%,-1.7%,-2.2%,0.8%,1.0%,6.3%,-27.9%[46.1 µM],14.0%
N#C/C(=C\c1ccccc1F)c1nc2ccccc2c(=O)[nH]1,-9.9%,9.1%,0.4%,-3.2%,x,-0.8%,x,x
Cc1ccc(SCc2ccc(C(=O)NCc3cccnc3)cc2)cc1,-3.9%,3.4%,-5.0%,-9.4%,1.5%,3.0%,-1.8%,u
COc1cccc(OCC(O)CN2CCC(C)CC2)c1 (stereo not given),7.4%,5.5%,-9.7%,10.3%,-3.4%,-1.0%,-11.5%[46.1 µM],-12.6%
COc1ccc(C2CC(c3ccccc3)=NN2c2ccc(N)cc2)cc1 (stereo not given),16.6%,-6.6%,7.5%,u,-8.7%,-6.3%,-40.6%,15.3%

# Compound profiles (already shown).
# CCOC(=O)C1=C(N)N2C(=O)C(C)SC2=C(C(=O)OCC)C1c1cc(OC)c(OC)c(OC)c1 (stereo not given) is entered as TRb SRC2 PPI = -8.4%; Tau FP inhib = 1.9%; TexasRed fluor = 0.3%; Tau fluor cs = -6.5%; CBFb RUNX1 block = 0.5%; Epigenetic derep = 3.0%; NPSR antag = 1.0%; GLA spleen mod = -7.6%
# Cc1noc(C)c1C(=O)N1CCN(S(=O)(=O)c2ccc(F)cc2)CC1 is entered as TRb SRC2 PPI = -1.9%; Tau FP inhib = -1.4%; TexasRed fluor = -4.5%; Tau fluor cs = -3.6%; CBFb RUNX1 block = -14.7%; Epigenetic derep = -0.9%; NPSR antag = 10.4%; GLA spleen mod = 0.2%
